DAT uptake mod: changed human dopamine transporter uptake under cocaine IC80 | AID 449768 | B-score at 10 µM | actives 1.3% (n = 110,000) | LLC-PK1 hDAT cells, [14C]-dopamine uptake with cocaine IC80; actives deviate in either direction;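 active = Z score or B-score, a plate-position-corrected score, falls beyond the plate's 99.7% confidence bounds, in either direction; inactive = both scores lie inside the 99.7% bounds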;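 note: scored against the spread of the other compound wells on the same plate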
Target sequence (Q01959 whole entry, looked up): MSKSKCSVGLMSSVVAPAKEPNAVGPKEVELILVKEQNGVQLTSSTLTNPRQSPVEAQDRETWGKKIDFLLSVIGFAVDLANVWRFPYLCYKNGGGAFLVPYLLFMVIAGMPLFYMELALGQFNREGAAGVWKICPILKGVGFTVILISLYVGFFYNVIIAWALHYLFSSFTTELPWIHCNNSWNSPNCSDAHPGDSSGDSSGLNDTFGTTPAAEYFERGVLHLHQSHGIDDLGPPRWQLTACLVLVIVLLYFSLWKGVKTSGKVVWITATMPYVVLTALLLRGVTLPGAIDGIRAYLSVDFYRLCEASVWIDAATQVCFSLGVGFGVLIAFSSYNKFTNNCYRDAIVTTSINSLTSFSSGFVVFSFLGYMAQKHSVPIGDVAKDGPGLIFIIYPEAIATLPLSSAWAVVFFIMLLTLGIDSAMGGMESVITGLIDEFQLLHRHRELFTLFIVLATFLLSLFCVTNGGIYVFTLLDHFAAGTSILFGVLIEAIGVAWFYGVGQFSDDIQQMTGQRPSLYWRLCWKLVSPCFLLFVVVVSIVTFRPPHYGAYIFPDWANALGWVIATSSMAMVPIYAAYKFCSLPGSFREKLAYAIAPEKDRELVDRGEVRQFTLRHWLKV
Starred values were filed as active, the others as inactive; & = joins results of further samples. This is a subset, so the mix of outcomes need not match the whole.

DAT uptake mod	SMILES
-0.018	O=C(NCc1ccco1)C1CC(c2ccccc2C(F)(F)F)=NO1 (stereo unspecified)
0.2	COC(=O)C1=CO[C@@H](OC2OC(CO)C(O)C(O)C2O)[C@@H]2C(CO)=CC[C@H]12 (stereo partly specified)
-0.83	NC(=O)[C@@H]1CCCCNc2c(F)cc([N+](=O)[O-])cc2C(=O)N[C@@H](CC(=O)O)C(=O)N[C@@H](CCC(=O)O)C(=O)N1
-0.68	CCN1C(=O)N[C@@H](c2ccco2)C(C(C)=O)=C1C
-0.49	O=C(O)c1ccc(O)c(O)c1
-1.1	CCO[C@H]1OC(C(=O)N2CCN(Cc3ccc4c(c3)OCO4)CC2)=C[C@@H](C2CC2)[C@@H]1CCCO
-0.071	CCC1=C(OC(=O)N(CC)CC)N2C(=O)OC(=NCC(=O)OC)[C@]2(C)[C@H]2C1=CC[C@H]1C(=O)N(CC(=O)OC)C(=O)[C@H]12
-1.3	CCN(CC)C(=O)c1[nH]cnc1C(=O)N[C@@H](CC(C)C)C(=O)OC(C)(C)C
-0.11	COc1ccc(C2/C=C\CN(C(=O)Nc3ccccc3-c3ccccc3)CC(=O)N2Cc2ccc(F)cc2)cc1 (stereo unspecified)
0.4	CC1(c2nnc(-c3ccc(Cl)cc3)o2)CC(c2ccncc2)=NO1 (stereo unspecified)
-0.29	CCOC(=O)C[C@H]1c2ccccc2S(=O)(=O)N1Cc1cccc(C(F)(F)F)c1
-0.95	O=c1cc(-c2ccccc2)[nH]c2ccc(F)cc12

No new results follow: entries from further up.
DAT uptake mod	SMILES
-0.071	CCC1=C(OC(=O)N(CC)CC)N2C(=O)OC(=NCC(=O)OC)[C@]2(C)[C@H]2C1=CC[C@H]1C(=O)N(CC(=O)OC)C(=O)[C@H]12
-1.3	CCN(CC)C(=O)c1[nH]cnc1C(=O)N[C@@H](CC(C)C)C(=O)OC(C)(C)C

Next part.
DAT uptake mod	SMILES
-0.67	O=C(O)C1=C[C@@H](c2csc3ccccc23)C[C@@H](OCc2ccc(CO)cc2)O1
-0.88	COc1ccc(/C=C/c2ccccc2)cc1[C@H]1[C@@H]2C=CCC[C@@]2(C)C(=O)N1Cc1ccccc1
0.27	CC(C)C[C@H](CO)Nc1nc(Nc2cccc(Cl)c2)c2ncn(C(C)C)c2n1
-10*	CC(=O)OC1COC(OC2C(O)C(C)OC(OC3C(OC4CCC5(C)C(CCC6(C)C5CC=C5C7CC(C)(C)CCC7(C(=O)O)CCC56C)C4(C)CO)OCC(O)C3O)C2O)C(O)C1OC(C)=O (stereo unspecified)
0.59	COC(=O)[C@@]1(Cc2ccc(F)cc2)[C@H]2c3cc(C(=O)N(C)C)n(Cc4c(CO)[nH]cc(C)c4=O)c3C[C@H]2CN1C(=O)c1ccccc1
0.2	CC(CCc1ccccc1)NCC(O)c1ccc(O)c(C(N)=O)c1 (stereo unspecified)
-0.61	O=C(NC1CC1)C1=C[C@@H](c2ccc(Br)cc2)C[C@@H](OCCCCO)O1
-0.71	COC(=O)CNC(=O)C1(C)C=CCN1C(=O)c1ccccc1 (stereo unspecified)
0.0076	CC(C)(O)[C@@H]1Cc2c(ccc3ccc(=O)oc23)O1
-2.3	O=C(CCN1CCN(c2ccccc2)CC1)Nc1cccc(Br)c1
-0.81	Nc1c(Cl)cc(-c2csc(N3CCCC3c3nc4cc(Cl)c(Cl)cc4n3CCCO)n2)cc1Cl (stereo unspecified)
-0.29	CCO[C@@H]1OC(C(=O)O)=C[C@H](c2cn(C(C)=O)c3ccccc23)[C@H]1CCCO
0.5	O=C1C=C(c2ccc3[nH]ccc3c2)CCC1
-0.41	O=C(O)C1=C[C@H](c2ccc(C(F)(F)F)cc2)C[C@H](OCc2ccc(CO)cc2)O1
-0.26	COC(=O)CCC(=O)OC1(C)C(=O)C=C2C=C3CCCN3C=C2C1=O (stereo unspecified)
0.18	COc1c(O)cc2oc(-c3ccc(O)c(O)c3)cc(=O)c2c1O
-1.6	C[N+]1(C)CCCC(OC(=O)C(O)(c2ccccc2)c2ccccc2)C1 (stereo unspecified)
-0.026	Cc1ccc(Cn2c(C3CCCN3c3nc(-c4ccc(F)cc4)cs3)nc3cc(C(F)(F)F)ccc32)cc1 (stereo unspecified)
0.78	COc1cc(O)c(C(CC(=O)N2CCOCC2)c2cc(OC)c(OC)c(OC)c2)c(OC)c1 (stereo unspecified)
1.3	Cc1ccc(C(=O)NCCN2C3=NC[C@@H](Cc4ccccc4)N3C[C@H]2Cc2ccc(O)cc2)cc1Br
0.27	CC(C)CC(COCc1ccc(Cl)cc1)N1CCN(C(=O)c2ccc(Cl)cc2Cl)CCC1=O (stereo unspecified)
0.098	O=C(Nc1cccc(-c2csc(Nc3ccc(Cl)cc3)n2)c1)c1cccc(C(F)(F)F)c1
-0.3	COc1cc(O)c(C(CCN2CCN(c3ccccc3)CC2)c2ccc(N(C)C)cc2)c(OC)c1 (stereo unspecified)
-1.7	O=C(NC1CC1)C1=C[C@@H](c2coc3ccccc3c2=O)C[C@@H](OCCCCO)O1
-1.1	O=C(Nc1nc2cc3c(cc2s1)OCO3)C1=COCCO1
0.32	COc1cc2c(c(O)c1OC)-c1c(cc(OC)c(OC)c1OC)C[C@@H](C)[C@@H](C)C2
-0.063	CC(=O)C1C(c2ccc(O)cc2)NC(=O)NC1(O)C(F)(F)F (stereo unspecified)
-0.73	OC1(c2ccc(Cl)cc2)CCN(Cc2c[nH]c3ccccc23)CC1
-1.1	O=C(CSc1ccccc1)N[C@@H](Cc1ccccc1)C(=O)O
0.7	C[C@@H](C(=O)O)[C@H]1C[C@]1(C)[C@H](NC(=O)OCc1ccccc1)c1ccccc1
-0.29	O=c1ccc2ccccc2o1
-0.24	CCO[C@@H]1OC(C(=O)O)=C[C@H](c2ccc(Br)cc2)[C@H]1CCCO
0.28	COC(=O)[C@]12C(=O)C(C)=C(O)[C@@]1(C)C(C)=CC1[C@@]34CC[C@@H](OC(C)=O)C(C)(C)C3C(C[C@]12C)OC4=O (stereo partly specified)
-0.17	C=CC[C@]12C=C(OC)C(=O)C=C1O[C@@H](c1ccc3c(c1)OCO3)[C@H]2C
0.32	COc1ccc(C(=O)N2CCC(=O)N(C(CO)Cc3ccccc3)CC2)cc1 (stereo unspecified)
-0.95	CCCC[C@@H]1CN=C(N)N1CC(C)(C)C
-1.2	COC/C=C/C1=CC2=CC(=O)C(C)(OC(=O)c3cnc4ccccc4n3)C(=O)C2=CN1C1CC1 (stereo unspecified)
0.029	Cc1ccc(NC(=O)c2ccc(F)cc2F)cc1
1.3	O=C(NCc1ccccc1)C1=C[C@@H](c2ccc3c(c2)OCO3)C[C@@H](OCc2ccc(CO)cc2)O1
0.24	COc1cc2sc3ccc(C#CC4(O)CCCCC4)cc3c(=O)c2cc1OC
0.12	Cn1cc(C[C@H](NC(=O)OC(C)(C)C)C(=O)N[C@H](CO)Cc2ccccc2)c2ccccc21
0.99	COc1ccc(-c2ccc([C@H]3[C@@H]4C=CCC[C@@]4(C)C(=O)N3Cc3ccccc3)c(F)c2)cc1
0.41	CC1=CCC[C@@H]2[C@@](C)(CC/C(C)=C/C(=O)O)[C@H](C)CC[C@@]12C
1.1	COc1ccc(C(CCN2CCOCC2)c2c(OC)cc(OC)c3c(C)cc(=O)oc23)cc1 (stereo unspecified)
-0.032	COC(=O)[C@@H]1C[C@@]2(O)[C@@H](O)[C@@H](O)[C@@H](O)C[C@H]2N1Cc1ccc(C(F)(F)F)cc1
1.4	COc1ccc(C(CC(=O)N2CCN(c3ccccc3)CC2)c2c(O)cc(OC)cc2OC)cc1 (stereo unspecified)
0.22	O=C1NCC(=O)N2CCC[C@@H]12
0.018	C=C[C@]1(C)C[C@H]1[C@H](NP(=O)(c1ccccc1)c1ccccc1)c1ccccc1
0.49	COc1cc(OC)c2c(-c3ccccc3)cc(=O)oc2c1C(CCN1CCCCC1)c1ccc2c(c1)OCO2 (stereo unspecified)
-1.1	CCCCC1=CC2=C(c3ccco3)C(=O)C(C)(OC(=O)c3ccc(OC)cc3)C(=O)C2=CN1C(CO)CO (stereo unspecified)
-0.44	COC(CNC(=O)C(=O)NCC1OCCN1C(=O)c1ccc(Cl)cc1)OC (stereo unspecified)
0.0083	Cc1ccc(CNC(=O)c2ccc3c(c2)S(=O)(=O)c2ccccc2C3=O)cc1
0.39	COc1ccc(C2/C=C\CN(S(=O)(=O)/C=C/c3ccccc3)CC(=O)N2Cc2ccc(F)cc2)cc1 (stereo unspecified)
-0.059	C[C@@H]1CC=C[C@H]2[C@H]1C(=O)N(Cc1ccccc1)[C@H]2c1ccc(C(F)(F)F)cc1
-1.3	COC(=O)CCCC1=CC2=CC(=O)C(C)(OC(=O)c3cccs3)C(=O)C2=CN1c1ccc(OC)cc1 (stereo unspecified)
0.63	O=C(CCc1nc2ccccc2[nH]1)NCc1ccc2c(c1)OCO2
1.2&0.97	COc1ccccc1N1CCN(CC(O)COc2cccc3ccccc23)CC1 (stereo unspecified)
-0.24	CCCCOC(=O)c1ccc(O)cc1
1.4	CC(=O)n1cc([C@@H]2C=C(C(=O)NCc3ccccc3)O[C@H](OCCCCO)C2)c2ccccc21
-0.14	CCCCNC(=O)C(c1ccc(OCC(=O)OC)c(C(=O)OC)c1)N(CCc1ccccc1)C(=O)CCCCCN1C(=O)NC(c2ccc(-c3ccccc3)cc2)C(C(=O)OCc2ccccc2)=C1C (stereo unspecified)

More entries.
DAT uptake mod	SMILES
0.19	CC(=O)Oc1cc2c(C(=O)NCc3ccncc3)c(C)oc2c2ccccc12
-0.048	COc1cc2nc(N(C)CCCNC(=O)C3CCCO3)nc(N)c2cc1OC (stereo unspecified)
-0.96	COc1ccccc1[C@@H]1C(c2cccc(C)c2)=NN(c2ccccc2)[C@H]1C(=O)N1CCOC1=O
1.1	O=C(C1=C[C@@H](c2ccc3c(c2)OCO3)C[C@@H](OCCCCO)O1)N1CCN(Cc2ccc3c(c2)OCO3)CC1
0.056	CNC[C@H](O)c1cccc(O)c1
0.16	NCCCCCCNS(=O)(=O)c1cccc2c(Cl)cccc12
-1.9	Cc1nc2sccn2c(=O)c1CCN1CCC(=C(c2ccc(F)cc2)c2ccc(F)cc2)CC1
0.46	O=C([C@@H]1CC=C[C@@H]2CCN(C3CCCCC3)C(=O)[C@@H]21)N1CCN(c2ccccc2)CC1
-0.92	CNC(=O)[C@@H]1C[C@H]1[C@@H](NC(=O)CNC(=O)OCc1ccccc1)c1ccccc1
-0.83	C#CCNC(=O)C1=C[C@H](C)[C@@H](CCCO)[C@H](OCC)O1
0.77	CCCCCCCCCCCC1=C(O)C(=O)C=C(O)C1=O
0.62	CCCCC1=CC2=C(c3ccco3)C(=O)C(C)(OC(=O)c3ccc(OC)cc3)C(=O)C2=CN1CC(C)C (stereo unspecified)

Marked active in DAT uptake mod (from the list above):
DAT uptake mod	SMILES
-10*	CC(=O)OC1COC(OC2C(O)C(C)OC(OC3C(OC4CCC5(C)C(CCC6(C)C5CC=C5C7CC(C)(C)CCC7(C(=O)O)CCC56C)C4(C)CO)OCC(O)C3O)C2O)C(O)C1OC(C)=O (stereo unspecified)

Other entries follow.
DAT uptake mod	SMILES
1.9	Cc1cc2cc(CNC(=S)Nc3ccc(OC(F)F)cc3)ccc2[nH]1
0.23	Cc1ccc2c(c1)COc1c3ccc(C(=O)N[C@@H](C)CO)cc3nn1-2
0.68	O=S(=O)(O)CCS
-0.76	CCC1=C(OC(=O)N(CC)CC)N2C(=O)OC(=NCCc3c[nH]c4ccccc34)[C@]2(Cc2ccccc2)[C@H]2C1=CC[C@H]1C(=O)N(C)C(=O)[C@H]12
-1.2	CCO[C@H]1OC(C(=O)N2CCOCC2)=C[C@@H](c2ccccc2)[C@@H]1CCCO
-0.064	COC(C/C=C\[C@H](O)[C@H](C)OCc1ccccc1)OC
-0.85	CC(=O)[C@@]1(O)CC[C@H]2[C@@H]3CCC4=CC(=O)CC[C@]4(C)[C@H]3[C@@H](O)C[C@@]21C
0.043	NC(=O)c1cnccn1
-1.3	COc1ccc(Cl)cc1C(=O)Nc1cc(=O)n(C)c(=O)n1C
0.0022	CC(C)C[C@H](NC(=O)c1nc[nH]c1C(=O)NCc1ccccc1)C(=O)OC(C)(C)C
0.96	C=C(C)C(=O)Nc1cccc(C2=NOC3(C2)C[C@@H](C(N)=O)N(C(=O)[C@H]2CCC(=O)N2)C3)c1 (stereo partly specified)
0.3	CC(C)=CCc1cc(-c2oc3cc(O)cc(O)c3c(=O)c2O)ccc1O
-0.38	O=C(NCc1nc2ccccc2[nH]1)C1=C[C@@H](c2ccc(C(F)(F)F)cc2)C[C@@H](OCCCCO)O1
-0.34	Cc1nnc(SCc2ccccc2)nc1-c1ccccc1
-0.43	Cc1ccc(S(=O)(=O)N2CCC(=O)N(C(CO)Cc3ccccc3)CC2)cc1 (stereo unspecified)
-0.096	O=C(O[C@@H]1Cc2c(O)cc(O)cc2O[C@@H]1c1cc(O)c(O)c(O)c1)c1cc(O)c(O)c(O)c1
-0.029	CCOC(=O)C1=C(C)N(CCCCCC(=O)O)C(=O)NC1c1ccccc1Cl (stereo unspecified)
-1	Cc1ccc(-c2nc(NC(=O)CSc3ccc4ccccc4n3)ns2)cc1
0.31	CCCCC1=CC2=C(c3ccco3)C(=O)C(C)(OC(=O)c3ccc(OC)cc3)C(=O)C2=CN1Cc1ccco1 (stereo unspecified)
-0.031	COc1ccc(-c2ccc3oc(-c4ccsc4)c(-c4ccc(OC)cc4)c3c2)cc1
-0.99	CCO[C@H]1OC(C(N)=O)=C[C@@H](C2CC2)[C@@H]1CCCO

Sorted by value in DAT uptake mod (falling): seven from the list above
DAT uptake mod	SMILES
0.31	CCCCC1=CC2=C(c3ccco3)C(=O)C(C)(OC(=O)c3ccc(OC)cc3)C(=O)C2=CN1Cc1ccco1 (stereo unspecified)
-0.029	CCOC(=O)C1=C(C)N(CCCCCC(=O)O)C(=O)NC1c1ccccc1Cl (stereo unspecified)
-0.031	COc1ccc(-c2ccc3oc(-c4ccsc4)c(-c4ccc(OC)cc4)c3c2)cc1
-0.38	O=C(NCc1nc2ccccc2[nH]1)C1=C[C@@H](c2ccc(C(F)(F)F)cc2)C[C@@H](OCCCCO)O1
-0.43	Cc1ccc(S(=O)(=O)N2CCC(=O)N(C(CO)Cc3ccccc3)CC2)cc1 (stereo unspecified)
-0.99	CCO[C@H]1OC(C(N)=O)=C[C@@H](C2CC2)[C@@H]1CCCO
-1	Cc1ccc(-c2nc(NC(=O)CSc3ccc4ccccc4n3)ns2)cc1

Screening results deposited in PubChem BioAssay by Vanderbilt High Throughput Screening Facility.
